VLA-4 inh – inhibition in a human VLA-4 binding assay | P13612 | VLA-4 expressing cells, ligand binding flow cytometry | inhibition, % (about 7 µM as worked out from the volumes in the protocol) | 330,000 compounds, 0.2% hits | AID 2557; in the data active = inhibition above about 50%
PME-1 primary – blocks human protein phosphatase methylesterase 1 | Q9Y570 | recombinant PME-1, FP-Rh probe fluorescence polarization | inhibition, % at 5.9 µM | 320,000 compounds, 0.53% hits;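 active = inhibition above the campaign mean of all compounds plus 3 SD, cut at about 26% in these data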;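 note: competitive labeling of PME-1 active site by serine hydrolase directed probe; 0% = PME-1 with DMSO and 100% = wells lacking PME-1 enzyme; inhibitors block probe labeling so polarization falls and inhibition rises; many of its hits are not listed in these tables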
Fam108B inh – Fam108B inhibition, counter-screen for RBBP9 inhibitors; recombinant Fam108B, FP-Rh probe fluorescence polarization; inhibition, % at 9.51 µM; 300,000 compounds, 0.33% hits;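 active = inhibition above the screen mean inhibition plus 3 SD, computed separately per campaign, cut at about 18% in these data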;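 note: inhibitors lower polarization as less probe binds the enzyme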
Bcl-xL primary – Bcl-xL (human) inhibition | GST-Bcl-xL / FITC-Bim BH3 peptide fluorescence polarization | AID 2129 | inhibition, % at 10.9 µM | 320,000 compounds, 0.7% hits | Q07817;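 active = inhibition above the mean of all tested compounds plus 3 SD, cutoff set per campaign, cut at about 30% in these data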;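 note: 0% = DMSO wells and 100% = unlabeled Bim-BH3 peptide competitor; inhibitors lower millipolarization by displacing the labeled peptide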
GRK2 inh – inhibitors of human GRK2 displacing RNA aptamer; P25098; inhibition of aptamer binding, % at 10 µM; 330,000 compounds, 0.59% hits; AID 488847; bead flow cytometry, FAM-aptamer displacement from GRK2;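 active = inhibition of aptamer binding above 40%, roughly 3 SD of noise, on plates passing a quality check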;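 note: median bead fluorescence of bound FAM aptamer so fluorescent compounds give negative values; no value below 0 was filed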
Target sequence (P25098 whole entry, looked up): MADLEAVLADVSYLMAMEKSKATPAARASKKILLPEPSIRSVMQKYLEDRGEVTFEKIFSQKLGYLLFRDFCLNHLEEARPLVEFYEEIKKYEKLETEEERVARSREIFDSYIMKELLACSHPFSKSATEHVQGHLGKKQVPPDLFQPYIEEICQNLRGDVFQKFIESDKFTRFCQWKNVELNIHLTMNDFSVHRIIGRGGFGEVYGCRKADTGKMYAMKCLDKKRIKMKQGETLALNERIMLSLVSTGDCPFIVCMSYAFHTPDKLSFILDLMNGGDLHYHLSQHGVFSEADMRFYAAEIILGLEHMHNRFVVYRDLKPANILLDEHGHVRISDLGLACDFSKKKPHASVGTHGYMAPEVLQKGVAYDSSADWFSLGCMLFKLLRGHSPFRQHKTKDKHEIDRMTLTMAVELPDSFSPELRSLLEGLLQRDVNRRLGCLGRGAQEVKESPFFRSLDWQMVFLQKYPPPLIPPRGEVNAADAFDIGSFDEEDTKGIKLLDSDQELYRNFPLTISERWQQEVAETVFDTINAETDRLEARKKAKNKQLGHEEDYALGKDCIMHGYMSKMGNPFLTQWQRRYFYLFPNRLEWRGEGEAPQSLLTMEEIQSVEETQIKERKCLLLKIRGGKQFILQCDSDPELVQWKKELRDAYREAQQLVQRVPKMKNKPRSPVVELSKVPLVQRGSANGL
Efflux pump mplx – antifungal efflux pump inhibition, Nile Red retention; S. cerevisiae Candida pump triplex; inhibition, % at 10 µM; 330,000 compounds, 0.44% hits; AID 485275;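 active = plate passing quality check with inhibition over a set limit, or well fluorescence over plate mean plus 4 SD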;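 note: Nile Red retained in pooled yeast measured as flow cytometry median fluorescence; 0% = buffer negative control and 100% = Enniatin B positive control; higher means more Nile Red kept so more efflux inhibition; some compounds called inactive have numbers as strong as hits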
MEX-5 binding – C. elegans MEX-5 TCR-2 RNA binding activity; Q9XUB2; MEX-5/FITC-TCR2 RNA binding, fluorescence polarization; stronger effect = lower value; activity score (negative = inhibition of binding), % at 10 µM; 300,000 compounds, 0.38% hits; AID 1832;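 active = inhibition past about -25% in most replicates, and total fluorescence under double the plate's negative control median, limit read from the data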;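 note: 0% = DMSO and -100% = 5 µM competing unlabeled TCR2 RNA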
GLD-1 RNA inh – GLD-1-TGE RNA interaction inhibition (C. elegans). purified GLD-1 + fluorescein TGE RNA, fluorescence polarization. Q17339. inhibition, % at 5.96 µM. 320,000 compounds, 0.44% hits;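 active = percent inhibition above a per-plate cutoff, the plate mean of test compounds plus 3 SD, cut at about 30% in these data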;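 note: 0% = DMSO wells with GLD-1 and probe and 100% = wells lacking GLD-1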
MCL1-BIM inh – inhibitors of human MCL1 binding to BIM-BH3 peptide | GST-MCL1 / FITC-Bim-BH3 fluorescence polarization | Q07820 | inhibition, % at 10.9 µM | 320,000 compounds, 0.68% hits | AID 2057;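 active = inhibition above the mean inhibition of all tested compounds plus 3 SD, set per campaign, cut at about 40% in these data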;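 note: 0% = DMSO wells and 100% = unlabeled Bim-BH3 peptide control; higher means more loss of mP so more displacement of Bim peptide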
Target sequence (Q07820 whole entry, looked up): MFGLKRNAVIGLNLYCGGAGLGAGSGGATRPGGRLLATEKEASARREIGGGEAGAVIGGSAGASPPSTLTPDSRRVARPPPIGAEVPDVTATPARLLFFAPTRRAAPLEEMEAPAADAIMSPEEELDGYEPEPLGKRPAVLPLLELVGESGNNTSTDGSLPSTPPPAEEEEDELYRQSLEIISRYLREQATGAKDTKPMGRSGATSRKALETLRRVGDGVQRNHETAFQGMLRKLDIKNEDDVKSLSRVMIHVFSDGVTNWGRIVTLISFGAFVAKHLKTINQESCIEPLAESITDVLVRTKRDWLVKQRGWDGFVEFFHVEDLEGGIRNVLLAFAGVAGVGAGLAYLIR
* marks the source's active call; other numbers are inactive results; x = no result given. Some of the compounds tested; the hit share may differ from the screen's.

SMILES | VLA-4 inh | PME-1 primary | Fam108B inh | Bcl-xL primary | GRK2 inh | Efflux pump mplx | MEX-5 binding | GLD-1 RNA inh | MCL1-BIM inh
CCc1ccc(OC(C)c2nnc(SCC(=O)Nc3ncccc3C)n2C)cc1 (stereo unspecified) | -12 | 1 | 0 | -5 | 3 | 0.1 | -0.7 | 1 | -7
O=C(CCCn1c(SCC(=O)c2ccc(Cl)cc2)nc2ccccc2c1=O)NCc1ccco1 | 14 | 1 | -5 | -3 | 1 | 0.3 | 3.1 | 4 | -8
COc1ccc(CNC2c3ccccc3-c3ccccc32)cc1OC | 17 | 4 | 3 | 2 | 1 | 0.2 | -0.9 | 1 | 3
CCOc1cccc(C2CC(=O)Nc3cc(OC)c(OC)cc32)c1 (stereo unspecified) | 51* | -1 | -6 | 8 | 1 | -0.2 | -0.2 | -4 | 2
Cc1ccc(OCCCC(=O)N(C)CC(=O)Nc2ccccc2Br)cc1 | -6 | -9 | 5 | 2 | 0 | 0.1 | 1.9 | 7 | -1
CC1CCc2[nH]c3ccc(C(=O)N(C)CC(=O)Nc4ccccc4C(F)(F)F)cc3c2C1 (stereo unspecified) | 9 | 6 | 8 | 2 | 0 | 0.1 | -1.0 | 5 | -11
CCOc1cc(/C=C2/C(=O)N(c3ccccc3)N=C2C)ccc1OC(=O)c1cccs1 | 6 | 6 | 3 | -6 | 3 | 0.0 | x | -1 | -11
CCC(c1nnnn1C1CCCC1)N(Cc1cccs1)Cc1cc2cccc(C)c2[nH]c1=O (stereo unspecified) | 7 | -9 | -3 | 3 | 2 | 0.2 | x | 6 | 2
COc1cc2c(cc1OC)CN(C(=O)c1ccc3nc[nH]c3c1)CC2 | 2 | 1 | 1 | 6 | 0 | 0.0 | -0.3 | -2 | 11
NC(=O)c1cc(NC(=O)c2cc(Br)c(Br)s2)cc(C(N)=O)c1 | 9 | -94 | -60 | 3 | 36 | 0.1 | 0.1 | 8 | -1
CC(C)=CCC/C(C)=C/Cc1c(O)ccc(C(=O)/C=C/c2ccc(O)cc2)c1O | x | -15 | -8 | 1 | x | x | -2.2 | -1 | -4
O=C(Nc1ccc(N2CCN(Cc3ccccc3F)CC2)cc1)c1ccc([N+](=O)[O-])o1 | -18 | 6 | -1 | 3 | 0 | 0.0 | -2.0 | 3 | 0
CCCCCCSc1nc(O)c(C2OC(=O)c3c2ccc(OC)c3OC)c(=O)n1CC (stereo unspecified) | 9 | 5 | -2 | 4 | 1 | -0.2 | -1.6 | 1 | -3
CCOC(=O)c1cncc(NC(=O)c2ccccc2)c1 | -3 | -5 | 0 | 7 | 0 | -0.1 | 1.5 | 3 | 2
CCN1C(=O)[C@H]2[C@@H](c3ccc(-c4cccc(Cl)c4)cc3)N[C@@](CC(C)C)(C(=O)OC)[C@H]2C1=O | 8 | x | x | x | 1 | 0.1 | x | 1 | x
CCOc1ccccc1CN1CCN(S(=O)(=O)CC)CC1 | 22 | -2 | -4 | -1 | 1 | 0.0 | 1.3 | 6 | 0
c1ccc(-c2csc(Nc3cccnc3)n2)cc1 | 13 | -1 | 3 | 1 | 0 | 0.1 | 0.4 | -1 | -2
CC1(CCc2ccccc2)NC(=O)N(Cc2cc([N+](=O)[O-])cc3c2OCOC3)C1=O (stereo unspecified) | 36 | 1 | 1 | -5 | 0 | -0.1 | 0.4 | 3 | -9
COC(=O)c1ccc(C(=O)N(Cc2ccccc2)c2ccccc2)cc1 | 5 | -1 | -1 | 4 | 0 | -0.1 | -0.1 | 3 | 3
O=[N+]([O-])c1ccc(-c2nnc3n2CCCCC3)cc1 | 0 | -8 | -4 | 8 | 1 | -0.3 | 0.4 | -5 | -2
CCOC(=O)N1CCN(c2nc3ccccn3c(=O)c2C=O)CC1 | 2 | -2 | -2 | 15 | 3 | -0.2 | 0.2 | 3 | 17
COc1cc(/C=N/Nc2ccc(C(=O)O)cc2)ccc1O | 2 | -5 | 3 | 11 | 41* | 0.0 | -3.6 | 9 | 13
O=C(NCc1ccccc1)C1=C[C@@H](C2CCCCC2)C[C@@H](OCCCCO)O1 | 18 | 1 | -4 | 0 | 0 | 0.2 | -0.3 | 6 | -5
N#Cc1cccc(C(c2nnnn2CCc2ccccc2)N2CCN(C3CCCCC3)CC2)c1 (stereo unspecified) | -13 | 4 | -1 | 9 | 0 | -0.1 | 0.1 | 1 | 4

A run of entries of the results above:
SMILES | VLA-4 inh | PME-1 primary | Fam108B inh | Bcl-xL primary | GRK2 inh | Efflux pump mplx | MEX-5 binding | GLD-1 RNA inh | MCL1-BIM inh
CCN1C(=O)[C@H]2[C@@H](c3ccc(-c4cccc(Cl)c4)cc3)N[C@@](CC(C)C)(C(=O)OC)[C@H]2C1=O | 8 | x | x | x | 1 | 0.1 | x | 1 | x
CCOc1ccccc1CN1CCN(S(=O)(=O)CC)CC1 | 22 | -2 | -4 | -1 | 1 | 0.0 | 1.3 | 6 | 0
c1ccc(-c2csc(Nc3cccnc3)n2)cc1 | 13 | -1 | 3 | 1 | 0 | 0.1 | 0.4 | -1 | -2

Molecules listed so far containing a Cl atom, in the order listed:
SMILES | VLA-4 inh | PME-1 primary | Fam108B inh | Bcl-xL primary | GRK2 inh | Efflux pump mplx | MEX-5 binding | GLD-1 RNA inh | MCL1-BIM inh
O=C(CCCn1c(SCC(=O)c2ccc(Cl)cc2)nc2ccccc2c1=O)NCc1ccco1 | 14 | 1 | -5 | -3 | 1 | 0.3 | 3.1 | 4 | -8
CCN1C(=O)[C@H]2[C@@H](c3ccc(-c4cccc(Cl)c4)cc3)N[C@@](CC(C)C)(C(=O)OC)[C@H]2C1=O | 8 | x | x | x | 1 | 0.1 | x | 1 | x

Remaining list, next part:
SMILES | VLA-4 inh | PME-1 primary | Fam108B inh | Bcl-xL primary | GRK2 inh | Efflux pump mplx | MEX-5 binding | GLD-1 RNA inh | MCL1-BIM inh
O=C(CSC1=N/C(=C/c2ccco2)C(=O)N1c1ccc(OC(F)F)cc1)NC1CCS(=O)(=O)C1 (stereo unspecified) | -4 | -2 | 1 | 2 | 3 | 0.0 | 0.9 | -11 | -4
Cc1sc2nc(C(C)C)nc(SCC(=O)N3c4ccccc4CC3C)c2c1C (stereo unspecified) | 8 | -7 | -9 | 7 | 0 | -0.2 | 2.8 | 2 | 14
COc1ccccc1C1(O)CC2CCC(C1)N2S(=O)(=O)c1ccc(C(C)=O)cc1 (stereo unspecified) | 16 | -2 | 4 | 0 | 3 | 0.0 | 0.1 | 3 | 4
COc1ccc(N2CCN(C(=O)c3ccc(-c4nc5ccccc5s4)o3)CC2)cc1 | -10 | 0 | x | -4 | 2 | -0.1 | x | 2 | -5
C[C@H](CO)N1C[C@H](C)[C@@H](CN(C)S(=O)(=O)c2ccccc2)Oc2c(NC(=O)C3CCCCC3)cccc2C1=O | 5 | x | x | x | 0 | 0.2 | x | 6 | x
CCN(CC)c1ccc(/C=N/NC(=O)C(O)(c2ccccc2)c2ccccc2)o1 | 8 | -1 | -3 | 7 | 1 | 0.1 | 0.8 | 2 | 6
CCSc1nnc(NC(=O)CSc2nncc(=O)n2N)s1 | 18 | -7 | -1 | 1 | 4 | -0.2 | 1.1 | 6 | 9
O=C(CN1CCN(C(=O)c2ccco2)CC1)Nc1ccc(Br)cc1 | 0 | -1 | -3 | 1 | 6 | 0.0 | -1.7 | -2 | 5
COC(=O)c1ccc(/C=N/OCC(=O)NCCc2ccc(OC)c(OC)c2)cc1 | 0 | -3 | -3 | 0 | 3 | 0.0 | -3.8 | -1 | -2
O=C(CCCc1nc(-c2ccc(Cl)cc2)no1)NC1CCCCC1 | -2 | -3 | -2 | 3 | 1 | 0.8 | -0.3 | 7 | 6
COc1ccc(Cl)cc1-c1nc(SCC(=O)NC2CCS(=O)(=O)C2)n[nH]1 (stereo unspecified) | -2 | 0 | x | -6 | 1 | -0.2 | x | 1 | -8
O=C(O)c1cccc(NC(=S)N/N=C/c2c[nH]c3ccccc23)c1 | 12 | 24 | 5 | 12 | 0 | 0.0 | -18 | 10 | 14
CCNC(=O)Nc1cc(S(=O)(=O)Nc2ccc(OC)cc2)ccc1N1CCOCC1 | 3 | 3 | x | -2 | 1 | 0.0 | x | 3 | -6
COc1ccccc1Cc1nc(-c2ccc(C)cc2)no1 | 8 | 3 | -6 | 0 | 0 | 0.0 | 1.4 | 3 | 0
O=C(NCCC(=O)N1CCCC1)c1ccccc1Cl | 22 | -2 | -1 | -1 | 2 | 0.7 | 0.8 | 1 | -4
Cc1ccc(C(=O)Cn2cnc3ccccc3c2=O)cc1 | 8 | -1 | -6 | 2 | 1 | 0.0 | -0.6 | 5 | -4
CC(=O)C1CCN(Cc2ccccc2)CC1 | 15 | 0 | -1 | 5 | 0 | 0.1 | 2.1 | 5 | 5
O=C(C#Cc1ccccc1)c1ccco1 | 12 | -2 | -2 | 3 | 0 | -0.2 | 0.7 | 5 | 8
CCOC(=O)c1ccccc1NC(=O)COC(=O)C(CC(C)C)NC(N)=O (stereo unspecified) | 11 | 0 | -6 | -1 | 1 | 0.1 | 2.1 | -1 | -8
CCOc1ccc(N(CC(=O)NC2CCCC2)C(=O)CCC(=O)Nc2nc(C)cs2)cc1 | 11 | 1 | 1 | 0 | 2 | 0.1 | -1.3 | -5 | -5
COc1ccc(NC(=O)c2ccccc2NC(=O)CSc2ccc(C)cc2)cc1 | -12 | 0 | -6 | 6 | 0 | 0.0 | -0.3 | -1 | -2
CC(C)C(OC(=O)c1cc2c(s1)CCCCC2)C(=O)NC(N)=O (stereo unspecified) | x | -8 | -7 | -2 | 3 | -0.2 | -1.0 | 8 | -11
Cn1c(=O)n(CCc2ccccc2)c(=O)c2c1nc1n2CCCN1CCc1ccccc1 | -4 | 3 | 4 | 0 | 3 | 0.1 | 3.4 | -2 | -5
CN(C)NC(=S)Nc1cccc(Cl)c1 | 0 | -4 | 1 | 1 | 2 | 0.3 | 2.3 | -3 | 3

Record cards, from the list above.
Listed for O=C(C#Cc1ccccc1)c1ccco1 : VLA-4 inh = 12; PME-1 primary = -2; Fam108B inh = -2; Bcl-xL primary = 3; GRK2 inh = 0; Efflux pump mplx = -0.2; MEX-5 binding = 0.7; GLD-1 RNA inh = 5; MCL1-BIM inh = 8
Listed for CCOC(=O)c1ccccc1NC(=O)COC(=O)C(CC(C)C)NC(N)=O (stereo unspecified) : VLA-4 inh = 11; PME-1 primary = 0; Fam108B inh = -6; Bcl-xL primary = -1; GRK2 inh = 1; Efflux pump mplx = 0.1; MEX-5 binding = 2.1; GLD-1 RNA inh = -1; MCL1-BIM inh = -8

Screening data (PubChem BioAssay)
